Bioassay records: PubChem BioAssay, several laboratories
MC4R antag cAMP: antagonists of human melanocortin 4 receptor (MC4R) | actives 0.48% (n = 360,000) | AID 540295 | MC4R-expressing cells, MTII-stimulated cAMP, LANCE TR-FRET | P32245 | inhibition, % at 6.5 µM;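 active means inhibition above its plate's cutoff, the mean of tested wells on that plate plus 3 SD, cut at about 29% in these data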;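 further: 0% = Melanotan II alone and 100% = Melanotan II plus saturating MCL0020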
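System – human MC4R-expressing U2OS cells · Also added – Melanotan II · Dosing – one concentration, 6.5 µM nominal · Timing – 30-min compound, 1-h challenge, 1-h detection, room temperature · Measured by – Eu-cAMP/anti-cAMP TR-FRET, emission 671 nm · Replicates – singlicate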
Glyco luc inh: blocks N-linked glycosylation in D54 reporter cells. reporter increase, % at 12.5 µM. actives 0.23% (n = 360,000). D54 ERlucT glycosylation luciferase reporter, 24 h; percent of 100 nM tunicamycin response;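 active means mean luciferase reporter signal, scaled so untreated is 0 and the glycosylation-blocking control 100, at or above a set limit in every replicate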;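 further: luciferase carries N-glycosylation sites so blocking glycosylation raises the light; 0% = median of neutral control wells and 100% = median of 100 nM tunicamycin wells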
MC4R barr agon: activates human MC4R beta-arrestin recruitment. actives 0.98% (n = 360,000). P32245. AID 540308. U2OS MC4R beta-arrestin complementation, luminescence; percent of melanotan II response, DMSO zero. activation, % at 8.9 µM;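 active means activation above a per-plate cutoff, the mean activation of sample wells on that plate plus 3 SD, cut at about 8% in these data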
ABHD5 PLIN5 PPI: ABHD5-PLIN5 protein interaction inhibition; actives 0.78% (n = 360,000); inhibition, % at 4 µM; Split G. princeps luciferase complementation, luminescence, 4 h; AID 602281; Q00G26+Q8WTS1;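 active means inhibition above the mean inhibition across every tested compound plus 3 SD, cut at about 22% in these data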;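 further: 0% = DMSO only wells and the 100% control is not disclosed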
Granule exo inh: blocks lytic granule exocytosis; TALL-104 LAMP-1 surface exposure, flow cytometry; cells stimulated with thapsigargin and PMA; inhibition, % at 10 µM; actives 0.66% (n = 360,000);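 active means inhibition above about 55%, limit read from the data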
Cardio protect: protects H9c2 cardiomyocytes from peroxide injury | AID 588492 | actives 0.63% (n = 360,000) | H2O2 injury protection, ATPLite, 2 h | protection from H2O2 cell death, % at 20 µM;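 active means compounds giving at least 50% protection of heart cells from peroxide-induced death in the single-dose screen, raw or plate-pattern-corrected value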;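 further: 0% = DMSO wells with peroxide and 100% = DMSO wells without peroxide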
CaV13 FRET inh: Primary screen for inhibitors of IQ motif and Ca2+-dependent inactivation inhibitor domain binding in CACNA1D, Förster resonance energy transfer in living cells, …; inhibition, % at 12.3 µM; actives 0.098% (n = 340,000); AID 743397; HEK cells, CFP/YFP FRET ICDI-IQ, plate reader, 10 min; percent FRET-ratio fall versus neutral wells;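 active means mean replicate inhibition of at least 30% and at least 1% of replicates passing that level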;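 further: 0% = median of the neutral control wells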
m5-HT2A agonist: agonists of mouse serotonin 5-HT2A receptor (HTR2A); P35363; CHO-K1 mHTR2A beta-arrestin complementation, luminescence; percent of 30 µM serotonin response; activation, % at 7.6 µM; actives 0.66% (n = 360,000);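 active means activation above a run cutoff, the mean activation of all tested compounds plus 3 SD, cut at about 14% in these data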;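 further: 0% = plate median of compound wells and 100% = 30 µM serotonin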
ABCB6 inh MLPCN: inhibitors of human ABC transporter ABCB6. K562-ABCB6 porphyrin accumulation, flow cytometry, 1 h; active compounds read low. fluorescence ratio to DMSO, % at 10 µM. actives 0.19% (n = 360,000). AID 602162;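 active means fluorescence ratio to DMSO below 75%, the collection mean minus 3 SD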;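 further: signal is porphyrin accumulated inside mitochondria; 100% equals median channel fluorescence of DMSO control wells; lower ratio means ABCB6 inhibition with less porphyrin fluorescence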
Target sequence (Q9NP58 whole entry, looked up): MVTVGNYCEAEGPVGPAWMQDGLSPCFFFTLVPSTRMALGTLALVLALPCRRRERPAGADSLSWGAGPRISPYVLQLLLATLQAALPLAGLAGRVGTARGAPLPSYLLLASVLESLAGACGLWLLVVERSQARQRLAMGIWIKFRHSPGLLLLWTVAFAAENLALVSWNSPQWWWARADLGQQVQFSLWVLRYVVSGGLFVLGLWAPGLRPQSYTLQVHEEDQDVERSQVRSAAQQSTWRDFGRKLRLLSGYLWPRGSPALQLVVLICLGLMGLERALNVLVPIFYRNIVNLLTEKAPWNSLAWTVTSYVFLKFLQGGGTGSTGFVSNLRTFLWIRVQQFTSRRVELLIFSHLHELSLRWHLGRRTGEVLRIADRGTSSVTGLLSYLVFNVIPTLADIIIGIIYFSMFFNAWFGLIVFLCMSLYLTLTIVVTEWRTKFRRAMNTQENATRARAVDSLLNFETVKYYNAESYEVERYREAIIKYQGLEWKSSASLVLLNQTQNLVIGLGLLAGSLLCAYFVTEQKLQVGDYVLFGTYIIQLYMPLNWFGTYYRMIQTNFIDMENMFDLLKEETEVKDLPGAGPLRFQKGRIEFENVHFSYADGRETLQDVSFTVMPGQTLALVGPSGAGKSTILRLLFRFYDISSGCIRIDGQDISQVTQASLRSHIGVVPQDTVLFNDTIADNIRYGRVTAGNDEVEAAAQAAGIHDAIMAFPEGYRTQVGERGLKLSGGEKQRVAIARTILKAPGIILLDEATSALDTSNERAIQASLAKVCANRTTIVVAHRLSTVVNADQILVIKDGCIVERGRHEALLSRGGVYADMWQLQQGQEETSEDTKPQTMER
PDI inh: blocks human protein disulfide isomerase activity | PDI insulin aggregation turbidity, A650, 90 min | inhibition, % at 10 µM | actives 0.052% (n = 350,000);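 active means mean inhibition across replicates of 30% or more, whatever share of single replicates reach that level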;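 further: absorbance from insulin aggregation driven by PDI reduction with DTT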
Active calls of the source: *; · = not tested or not shown; & = joins results of further samples.

Values run as follows: MC4R antag cAMP, Glyco luc inh, MC4R barr agon, ABHD5 PLIN5 PPI, Granule exo inh, Cardio protect, CaV13 FRET inh, m5-HT2A agonist, ABCB6 inh MLPCN, PDI inh
CC(C)(C)OC(=O)C[C@@H]1C/C=C\C[C@H](CC(=O)N[C@H](CO)Cc2ccccc2)C(=O)N[C@@H](Cc2c[nH]c3ccccc23)COC1=O
    12, 3, 0.6, 3, -3, 9, -6, 0, 104, -1
COCOCCn1cc(CN2CCS(=O)(=O)N(Cc3ccc(-c4ccncc4)cc3)C(C(C)C)C2=O)nn1 (configuration not stated)
    0, 6, -1.7, -3, 4, 7, -5, -4, 101, -6
O=C(NN1C(=O)NC2(CCCCC2)C1=O)c1cccs1
    2, 0, 0.2, 3, -2, 2, -6, 2, 96, 0
Cc1ccc(N(C(=O)CNC(=O)c2ccco2)C(C(=O)NC2CCCCC2)c2cccnc2)cc1F (configuration not stated)
    3, 0, 0.1, 8, -7, 0, -2, 6, 97, 1
Cn1c(SCC(=O)NC(=O)NCc2ccco2)nnc1-c1ccccc1
    5, 2, -2.0, 6, 2, 22, -7, 4, 92, 1
CC(Sc1ncc(C#N)c(N)n1)C(=O)Nc1ccccc1 (configuration not stated)
    13, 0, 1.1, -2, 2, -8, -9, -2, 96, 0
O=C(/C=C/c1ccccc1)N/C(=C/c1ccccc1)C(=O)N1CCCCC1
    7, -1, -0.4, 2, 1, 0, -5, 3, 101, 9
O=C(NNC(=O)c1ccccc1O)c1ccc(Cl)c(S(=O)(=O)N2CCc3ccccc32)c1
    16, -7, -5.2, -4, -2, 22, -16, 3, 91, -4
CCOCCCn1c(=S)[nH]c2cc3c(cc2c1=O)OCO3
    -8, 7, -3.3, 0, -1, 5, -4, 1, 100, 23
CSC1=NCCN1C(=O)c1ccc(C)cc1
    -2, 1, -2.0, -4, 1, -7, -2, -4, 88, -5

Looked up by compound from the entries so far (6):
Values run as follows: MC4R antag cAMP, Glyco luc inh, MC4R barr agon, ABHD5 PLIN5 PPI, Granule exo inh, Cardio protect, CaV13 FRET inh, m5-HT2A agonist, ABCB6 inh MLPCN, PDI inh
Cc1ccc(N(C(=O)CNC(=O)c2ccco2)C(C(=O)NC2CCCCC2)c2cccnc2)cc1F (configuration not stated)
    3, 0, 0.1, 8, -7, 0, -2, 6, 97, 1
CCOCCCn1c(=S)[nH]c2cc3c(cc2c1=O)OCO3
    -8, 7, -3.3, 0, -1, 5, -4, 1, 100, 23
O=C(/C=C/c1ccccc1)N/C(=C/c1ccccc1)C(=O)N1CCCCC1
    7, -1, -0.4, 2, 1, 0, -5, 3, 101, 9
O=C(NNC(=O)c1ccccc1O)c1ccc(Cl)c(S(=O)(=O)N2CCc3ccccc32)c1
    16, -7, -5.2, -4, -2, 22, -16, 3, 91, -4
O=C(NN1C(=O)NC2(CCCCC2)C1=O)c1cccs1
    2, 0, 0.2, 3, -2, 2, -6, 2, 96, 0
CC(Sc1ncc(C#N)c(N)n1)C(=O)Nc1ccccc1 (configuration not stated)
    13, 0, 1.1, -2, 2, -8, -9, -2, 96, 0

(next part)
Values run as follows: MC4R antag cAMP, Glyco luc inh, MC4R barr agon, ABHD5 PLIN5 PPI, Granule exo inh, Cardio protect, CaV13 FRET inh, m5-HT2A agonist, ABCB6 inh MLPCN, PDI inh
Nc1nc(N2CCOCC2)nc2ccccc12
    -5, 2, -1.4, 0, -4, 0, -5, -2, 83, -7
COc1ccc([N+](=O)[O-])cc1NC(=O)C(C)N1CCN(C(=O)c2ccco2)CC1 (configuration not stated)
    21, 2, -1.6, 3, 2, -3, -4, 1, 99, -5
O=C(NCc1ccccc1F)c1cc(=O)[nH]c2ccccc12
    -3, 0, -0.3, 9, -6, 0, -6, 2, 160, 21
Cc1ccc(NC(=O)C2CCN(S(=O)(=O)c3ccc4c(c3)NC(=O)C(C)S4)CC2)cc1Cl (configuration not stated)
    7, -7, -0.8, 8, 14, -19, -6, -1, 102, -5
CCC(=O)Nc1ccc(C(=O)NNC(=O)C(c2ccccc2)c2ccccc2)cc1
    12, 0, -0.6, 2, -1, 7, -19, 0, 99, -8
Cc1ccc(N=C2NC(=O)/C(=C\c3ccco3)S2)cc1
    15, 6, -2.8, 10, -1, 0, -4, -4, 109, 7
CCOC(=O)c1ccc(-n2c(C)nc3c(cnn3-c3ccc(Cl)cc3)c2=O)cc1
    3, 2, 0.3, 4, 4, -21, ·, 3, 90, 5
CC(C(=O)NCc1ccco1)n1cc([N+](=O)[O-])cn1 (configuration not stated)
    6, 1, -1.5, -6, -1, 5, -2, 1, 98, -3
CC(C)c1onc(C(=O)N2C(C)CCCC2C)c1[N+](=O)[O-] (configuration not stated)
    2, 1, -2.1, -5, 7, 4, -9, -2, 98, -2
Cc1ccc(C(=O)C[n+]2cc(-c3ccccc3)n3c2CCCCC3)cc1
    7&-9, -1&1, -2.1&-1.4, 3&3, 6&2, -25&-11, -2&-11, 2&-1, 122&109, 4&9
CCn1nnc(NC(=O)c2ccc([N+](=O)[O-])o2)n1
    5, 5, -0.8, -1, -2, -7, -7, 0, 103, 3
C=COCCNC(=O)Nc1ccc(Cl)c(Cl)c1
    17, 2, 0.7, 4, 0, 8, -6, 1, 94, -1
Cc1ccc(C(=O)NC(NC(=O)c2ccc(C)cc2)C(Cl)Cl)cc1
    6, 0, -2.4, 0, -2, -12, ·, 3, 88, 16
CCCc1nc2nc(C)c(NS(=O)(=O)c3ccc4c(c3)CCCC4)c(=O)n2[nH]1
    -5, 4, -1.3, 3, -18, 5, -8, -1, 94, 2
CCc1cccc(NC(=O)COC(=O)C2COc3ccccc3O2)c1 (configuration not stated)
    -6, -2, 0.6, -4, -3, 6, -12, 3, 103, 4
Cc1cc(C)c2nc(NC(=O)c3ccc([N+](=O)[O-])o3)sc2c1
    2, 16, -1.6, 0, -4, 41, -20, 8, 101, -4
CCOc1ccc(S(=O)(=O)N2CCN(CCNS(=O)(=O)c3ccc(C)cc3)CC2)cc1
    3, 1, -2.2, 1, -4, -1, -6, -4, 96, 6
O=C(CCn1nnc2ccccc21)OCC(=O)c1ccc(F)cc1
    2, 1, -0.1, -6, -13, 4, -3, -8, 98, 4
COc1cc(C=O)ccc1Oc1cnccn1
    5, 3, -2.0, -8, -5, -4, 1, -2, 110, -4
COc1ccc2[nH]c(=O)c(CN(CCO)C(=O)c3ccccc3F)cc2c1
    -3, 2, -1.5, 2, 16, 9, ·, 1, 98, 0
CN(CCc1ccccc1)C(=O)c1ccc(NC(=O)Cc2cccc(NC(=O)C3CCN(C(=O)C4CC4)CC3)c2)cc1
    3, -1, -1.0, 10, -1, -4, -3, 1, 106, 0
CCOC(=O)[C@]12CCC=C1N(Cc1cccc3ccccc13)C(=O)[C@H](CC(=O)NCc1ccccc1)C2
    ·, ·, ·, -8, -2, ·, -3, -2, 92, ·
O=C(COC(=O)c1ccccc1C(=O)N1CCN(c2ccccc2)CC1)Nc1ccc(F)cc1
    3, 0, 0.1, 3, 6, -8, -4, -4, 97, 2
Cc1ccc(C(=O)N2CCCC(CCC(=O)N3CCN(c4ccccn4)CC3)C2)s1 (configuration not stated)
    -1, 0, -3.5, 3, -2, -1, -1, 5, 92, -2
CCOc1ccc(Nc2nc3ccccc3n3nnnc23)cc1
    -2, -8, 5.2, 3, -2, 6, -5, -2, 142, 9
O=C(CCc1cn(Cc2ccc(F)cc2)c2ccccc12)N1CCOCC1
    3, -2, -2.1, -2, 7, -3, -4, -3, 97, -4
Cc1cccc(C(=O)NCCC(=O)N2CCc3ccccc3C2)c1
    -2, -2, -1.7, -4, -4, 9, -3, -1, 81, 11
COC(=O)c1cc(S(=O)(=O)NC2CCCCC2)cn1C
    19, -1, -0.5, 6, -16, -4, -15, 3, 94, -4
NS(=O)(=O)c1ccc(CCNC(=O)c2ccc([N+](=O)[O-])s2)cc1
    -4, -7, -1.6, -14, -4, 5, -3, -4, 96, 16
O=C(/C=C/c1ccc(OCCCF)cc1)N1CCN(Cc2ccccc2)CC1
    -1, -3, -1.6, 4, -10, 7, -4, 3, 94, -11
CCOC(=O)C1=C(c2ccccc2)NC(=O)NC1c1ccc(OCC#N)c(OC)c1 (configuration not stated)
    19, 0, -1.2, -8, -3, 2, 0, -2, 96, 12
CC1(C(=O)NS(=O)(=O)c2ccccc2Cl)CCN1C(=O)c1ccccc1 (configuration not stated)
    6, 0, -2.3, 6, 6, 2, -4, 7, 101, -3
O=C1c2ccccc2C(=O)c2c1ccc(C(=O)N1CCCCC1)c2NCCO
    2, -2, -1.1, 7, -1, -16, -2, 0, 93, -10
CN(c1ccccc1)S(=O)(=O)c1cccc(NC(=O)CSc2n[nH]c(N)n2)c1
    16, 1, -0.4, 0, 11, -15, -2, 3, 98, -10
CN(C)c1ccc(-c2ccnc3c2CC(C)(C(=O)NCc2cccs2)O3)cc1 (configuration not stated)
    -1, 14, -1.0, -6, 7, -7, -9, -9, 100, -8
Cc1ccc(NS(=O)(=O)c2ccc(C(=O)NNC(=O)c3ccccc3O)cc2)cc1
    2, -3, -1.3, 6, 11, 64*, -6, -3, 97, -16
N#Cc1c(N2CCN(C(=O)c3ccccc3)CC2)nc(-c2ccccc2)c2c1CCCC2
    15, -1, -0.9, 0, -4, -12, -2, -4, 96, -2
Cc1ccccc1-n1nnnc1-c1ccccc1
    3, 0, -0.1, -5, 1, -8, -4, -1, 96, 1
Cc1csc(CN(C)C(=O)C2CCC(=O)N(CCCc3ccccc3)C2)n1 (configuration not stated)
    1, 2, -2.3, 4, -3, 4, -7, -3, 102, 1
Cc1ccc(S(=O)(=O)N2CC3C(=O)C[C@@H](c4ccccc4)N(S(=O)(=O)c4ccccc4Cl)C3CC2c2ccccc2)cc1 (some centres not stated)
    ·, ·, ·, -2, 2, ·, -5, -3, ·, ·
O=C(CSc1nc2ccccc2c(=O)n1CC1CCCO1)NCc1ccc2c(c1)OCO2 (configuration not stated)
    5, -1, 3.2, -7, -4, 15, 4, 6, 98, -3
Cc1cccnc1NC(=O)c1ccc(S(=O)(=O)N2CCC(C)CC2)cc1
    2, 1, -2.6, 9, -1, -5, -5, 12, 98, 1
O=[N+]([O-])c1cccc(-n2nncc2-c2ccccc2)c1
    11, 0, -1.0, -3, -12, 0, -3, 9, 95, -8
O=C(COC(=O)/C=C/c1ccc(OC(F)F)cc1)Nc1cccc(S(=O)(=O)N2CCOCC2)c1
    10, 0, -2.1, 0, -4, -9, -5, -6, 102, 2
